Bioassay records as filed in PubChem BioAssay.
JMJD2A Tudor = JMJD2A Tudor domain (human) inhibition; AlphaScreen JMJD2A-Tudor / H3K4me3 peptide binding; Potency, µM (titrated, usually from 114 µM), for the others: top-dose activity change, negative = inhibition, most hits filed as inhibitors; actives 4.4% (n = 390,000); AID 504339; note: potency is the fitted concentration of half-maximal effect; % is set by controls: 0 for no effect and ±100 for the full control effect; nearly all actives have a fitted effect of over 50% in size
G9a inh = inhibitors of human histone lysine methyltransferase G9a. Potency, µM (top dose mostly 102 µM), for the others: at the highest dose activity, negative = inhibition, most hits filed as inhibitors. Q96KQ7. G9a H3K9 monomethylation, AlphaScreen, 2 h. actives 8.8% (n = 350,000); note: potency is the fitted concentration of half-maximal effect; % is set by controls: 0 for no effect and ±100 for the full control effect; nearly all actives have a fitted effect of over 75% in size
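Readings reflect AlphaScreen signal from monomethyl-H3K9 antibody detection. HMT at 20 nM; substrate b-H3K9 500 nM; cofactor SAM 20 uM; 2 h RT reaction; compounds tested as titrations in qHTS with 15 min preincubation.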
BAZ2B inh = blocks human BAZ2B; Q9UIF8; AlphaScreen BAZ2B-H3K14Ac peptide displacement; Potency, µM (doses to about 114 µM), for the others: at the highest dose activity change, negative = inhibition, most hits filed as inhibitors; actives 4.4% (n = 360,000); note: potency is the fitted concentration of half-maximal effect; % is set by controls: 0 for no effect and ±100 for the full control effect; nearly all actives have a fitted effect of over 60% in size
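Complex of BAZ2B and biotin-H3K14Ac (50 nM apiece) forms over 30 min at RT, then faces library compounds up to 110 uM for another 30 min; AlphaScreen beads added, 20 min dark incubation, luminescence read.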
Pin1 inh = blocks the human prolyl isomerase Pin1. Pin1 FP peptide displacement, HiFluor488, 10 min. Potency, µM (series often up to 115 µM), without a hit: at the highest dose activity, negative = inhibition, actives largely listed as inhibitors. actives 0.009% (n = 390,000). AID 504891; active = well fitted inhibition curve with a large enough effect in the polarisation, with a control signal flat, not every such curve was filed as active; inconclusive = small, poorly fitted or top-dose-only effect, or effect the other way, or a change in a side signal; inactive = no such curve, though single readings can be large or run the other way; the % refers to the polarisation; note: potency is the fitted concentration of half-maximal effect; % is set by controls: 0 for no effect and ±100 for the full control effect
Target sequence (Q13526 whole entry, looked up): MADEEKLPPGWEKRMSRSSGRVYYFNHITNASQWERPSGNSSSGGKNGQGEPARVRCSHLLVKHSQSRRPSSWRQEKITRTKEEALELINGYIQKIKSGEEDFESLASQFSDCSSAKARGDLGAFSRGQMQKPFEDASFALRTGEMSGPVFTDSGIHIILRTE
GLS inh = inhibitors of human glutaminase (GLS) | O94925 | GLS enzymatic activity, qHTS titration | Potency, µM (titrated, usually from 45.5 µM), for inactives: at the top dose activity change, negative = inhibition, actives largely listed as inhibitors | actives 0.21% (n = 410,000) | AID 624170; note: potency is the fitted concentration of half-maximal effect; % is set by controls: 0 for no effect and ±100 for the full control effect
Target sequence (O94925 whole entry, looked up): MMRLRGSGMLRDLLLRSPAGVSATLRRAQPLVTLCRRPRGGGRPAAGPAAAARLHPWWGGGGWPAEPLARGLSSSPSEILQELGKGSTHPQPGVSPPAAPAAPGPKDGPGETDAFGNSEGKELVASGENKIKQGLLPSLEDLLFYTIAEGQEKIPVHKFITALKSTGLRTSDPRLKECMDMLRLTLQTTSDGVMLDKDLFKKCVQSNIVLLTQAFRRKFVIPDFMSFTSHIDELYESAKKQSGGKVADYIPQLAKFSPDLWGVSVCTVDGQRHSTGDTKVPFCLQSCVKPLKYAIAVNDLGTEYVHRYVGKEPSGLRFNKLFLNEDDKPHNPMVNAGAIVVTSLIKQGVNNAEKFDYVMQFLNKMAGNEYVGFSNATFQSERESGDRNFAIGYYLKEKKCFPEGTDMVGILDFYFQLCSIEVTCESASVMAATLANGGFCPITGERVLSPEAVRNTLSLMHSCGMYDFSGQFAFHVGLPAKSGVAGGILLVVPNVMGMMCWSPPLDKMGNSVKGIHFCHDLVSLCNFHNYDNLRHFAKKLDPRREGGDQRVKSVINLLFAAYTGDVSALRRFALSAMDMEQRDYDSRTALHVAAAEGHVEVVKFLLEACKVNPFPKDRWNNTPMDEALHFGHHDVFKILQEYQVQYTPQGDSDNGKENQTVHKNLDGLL
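Glutamate formation by hKGA was monitored fluorometrically using coupled glutamate oxidase, HRP and Amplex Red. Substrate was added as 1 mM L-glutamine solution; incubation was 30 min at RT after an initial read.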
PI4K2A inh = blocks human PI4K2A kinase activity | Q9BTU6 | purified PI4K2A, ADP-Glo luminescence, 1 h; hits give low values | activity change, negative = inhibition, % at 76.9 µM | actives 0.13% (n = 420,000) | AID 1346378; in the data active = activity change below about -50%; inconclusive = mostly about -30% to -49%;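 note: -100% = wells without enzyme as full effect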
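In this quantitative HTS, ADP production by PI4K2A was quantified luminescently after 1 h at ambient temperature; 100 microM adenosine served as plate-quality control.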
HP1b binding inh = HP1-beta chromodomain-methylated histone interaction inhibition; Potency, µM (series often up to 114 µM), for the others: at the top dose activity change, negative = inhibition, usual class: inhibitors; actives 0.56% (n = 390,000); P83916; AlphaScreen HP1-beta / biotin-H3K9me3 peptide binding; AID 540317; note: potency is the fitted concentration of half-maximal effect; nearly all actives have a fitted effect of over 70% in size; inactives centre near 23
Target sequence (P83916 whole entry, looked up): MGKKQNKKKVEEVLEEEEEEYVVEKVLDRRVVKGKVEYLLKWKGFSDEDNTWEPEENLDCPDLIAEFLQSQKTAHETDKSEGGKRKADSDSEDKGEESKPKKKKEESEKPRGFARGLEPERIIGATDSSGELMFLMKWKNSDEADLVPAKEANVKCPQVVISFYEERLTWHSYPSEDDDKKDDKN
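Compound inhibition of the preformed complex between 50 nM HP1-beta and 50 nM biotinylated H3K9me3 peptide was read by AlphaScreen. Buffer was PBS pH 7.4 with 0.01% Tween-20. Incubations ran 30 min at room temperature, with 10 ug/mL donor/acceptor beads.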
Tb PGK inh = inhibitors of T. brucei phosphoglycerate kinase; AID 602233; actives 0.043% (n = 380,000); PGK/GAPDH coupled, Kinase-Glo luminescence, 60 min; Potency, µM (highest dose often 57.5 µM), for the others: at the highest dose activity change, negative = inhibition, usual class: inhibitors; note: potency is the fitted concentration of half-maximal effect; % is set by controls: 0 for no effect and ±100 for the full control effect; nearly all actives have a fitted effect of over 60% in size
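Luminescent ATP detection (Kinase-Glo Plus) follows a 60-minute room-temperature incubation, with wells lacking PGK as controls. Buffer: 100 mM TEA (pH 7.6), 5 mM MgCl2, 0.01% Tween-20. Coupling enzyme GAPDH (100 nM final) supplies unstable 1,3-BPG in-well.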
ERG-DNA inh = inhibitors of human ERG Ets domain-DNA interaction; fluorescence polarization, His-ERG Ets domain / labelled DNA; actives 0.028% (n = 370,000); P11308; Potency, µM (top dose mostly 76.9 µM), inactives show top-dose FP activity, negative = inhibition, most hits filed as inhibitors; active = well fitted inhibition curve with a large enough effect in the polarisation, with a control signal flat; inconclusive = small, poorly fitted or top-dose-only effect, or effect the other way, or a change in a side signal; inactive = no such curve, though single readings can be large or run the other way; the % refers to the polarisation;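 note: polarization taken with two DNA probes labelled with fluorescein and Texas red; potency is the fitted concentration of half-maximal effect; % of control where 0% means no effect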
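His-tagged ERG Ets domain (1 uM in the protein solution; 300mM KCl, 50mM Tris-HCl, 1mM EDTA, 1mM DTT, pH 7.5) received compound, then a probe mix of 5 nM fluorescein-DNA and 100nM Texas-615-DNA. Fluorescence polarization was read for both dyes.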
Numbers without * were called inactive; i = inactive; ? = inconclusive; / = no result given; & = joins results of further samples; [ ] = dose if it differs, or a comment. Unless noted, calls come from the whole dose curve; as a rule, active = well fitted curve in the direction sought with a large enough effect; inconclusive = small, poorly fitted or top-dose-only effect, or another doubt; inactive = no such curve, though single readings can be large; an effect the other way counts as inactive or inconclusive. These rows are one share of the data, so the mix of outcomes need not match the whole.

SMILES	JMJD2A Tudor	G9a inh	BAZ2B inh	Pin1 inh	GLS inh	PI4K2A inh	HP1b binding inh	Tb PGK inh	ERG-DNA inh
O=c1[nH]c(=O)n(Cc2ccco2)c(O)c1/C=N/N1CCCCC1	-20.8%	20µM*	-34.3%	29.3%	-6.8%	2.1	2.5%	-8.4%	1.7%
O=C(Cn1c(=O)n(CC2CCC(C(=O)NCCc3ccccc3)CC2)c(=O)c2ccccc21)Nc1cccc(F)c1 (stereo not drawn)	56.2µM*	-6.1%[59 µM]	-0.9%	6.8%	-0.6%	-2.3	10.6%	-1.8%	12.1%
CCCCC(CC)COC(=O)c1ccccc1C(=O)OCC(CC)CCCC (stereo not drawn)	72.7%[activator]	98.2%[activator][59 µM]	63.0%[activator]	-3.9%	6.5%	-2.1	133.7%[activator]	2.8%	-4.9%
CN(C)Cc1c[nH]c2cc([N+](=O)[O-])ccc12	-19.3%	/	/	-9.6%	-5.1%	0.7	13.8%[57 µM]	5.1%	0.3%
COc1ccc(CCNC2CCCCCC2)cc1	-11.0%	/	10.7%	5.8%	4.7%	0.6	61.5%[activator]	i	11.0%
O=C(CN1C2CCC1CC(O)(c1cccnc1)C2)Nc1ccc2c(c1)OCO2 (stereo not drawn)	-16.1%	7.4%[59 µM]	7.4%	4.0%	8.3%	4.2	0.8%	-7.1%	-4.6%
CCCNC(=O)N1[C@H]2CC[C@@H]1C(C(=O)OC)=C(c1ccc(OC)c(OC)c1)C2	-2.1%	-1.2%[0.501 µM]	0.0%	-7.4%	-1.6%	-1.2	47.1%[activator]	-8.7%	-3.8%
COC(=O)C1=C(c2ccc(F)cc2F)C[C@@H]2CC[C@H]1N2C(=O)NCCOc1ccccc1	-4.9%	8.7%[2.33 µM]	9.5%	-3.5%	-1.1%	-2.1	37.5%	i	10.0%
NCC1(c2ccc3c(c2)OCCO3)CCCC1	-17.8%[11.4 µM]	?	24.9%	-1.7%	-9.2%	-1.1	59.9%[activator]	5.3%	-3.2%
CCOc1ccc(-c2cc(C)n3nc(C(=O)Nc4ccc(C)c(C)c4)cc3n2)cc1	-34.0%	?	-6.7%	?	-4.0%	-0.8	26.9%	-5.4%	-9.2%
c1ccc(C(c2ccccc2)N2CCN(c3ccc4ccccc4n3)CC2)cc1	35.3%	8.6%	-5.1%	10.0%	-0.9%	4.4	106.4%[activator]	-3.5%	-8.4%
COc1cccc(O)c1CN1CCCC(C(=O)c2sccc2C)C1 (stereo not drawn)	-13.2%	-2.1%	-21.0%	-2.0%	30.3%[activator]	0.6	6.4%	-6.3%	1.0%
Cc1ccc(/C=C2/C(=O)NC(=O)N(CCc3ccc(F)cc3)C2=O)s1	?	-21.6%[59 µM]	0.5%	8.8%	2.3%	-11.5	31.9%	-6.7%	1.6%
CCN(C(=O)Oc1ccccc1)c1ccc(C(O)(C(=O)OC)C(F)(F)F)cc1 (stereo not drawn)	-11.3%	18.2%	5.8%	-1.4%	-7.9%	-3.3	40.9%	-13.4%	2.8%
CC(C)Oc1ccc(C2C(C#N)=C(N)Oc3c2c(=O)oc2ccccc32)cc1 (stereo not drawn)	-10.2%[57.1 µM]	23.7%[59 µM]	13.7%	-0.5%	4.8%	2.1	15.9%	-7.7%	-6.9%
CCC(C)NC(=O)c1c(N)n(CC2CCCO2)c2nc3ccccc3nc12 (stereo not drawn)	106.4%[activator]	210.5%[activator]	101.9%[activator]	-0.2%	-18.2%	-13.8	281.7%[activator]	-4.6%	-5.9%
Clc1ccc(CCNCc2ccncc2)c(Cl)c1	31.6µM*	3.98µM*	50.1µM*	-7.6%	?	0.1	-5.8%	-10.7%	14.3%
COc1ccccc1C(=O)Nc1ccc2c(c1)CC1(C(=O)N(C)C(=O)N(C)C1=O)C1CCCN21 (stereo not drawn)	-31.0%	31.6µM*	-20.3%	41.4%[activator]	-4.3%	4.0	8.4%[57 µM]	i	25.7%
Cc1ccc(Cn2cccc(C(=O)Nc3ccc(C)c(Cl)c3)c2=O)cc1	-3.2%	-17.3%[59 µM]	-3.2%	-3.4%	-14.5%	4.8	29.8%	-9.8%	0.5%
COc1ccc2c(c1)/C(=C/c1cnc[nH]1)C(=O)N2	-30.2%	29.9%[59 µM]	50.1µM*	-1.4%	17.5%	1.1&7.6	8.6%	4.5%	14.5%
CN1C(=O)NC(=O)/C(=C/c2ccc(C(=O)O)cc2)C1=O	-11.0%[11.4 µM]	-42.0%	-16.7%	-2.8%	22.3%	-8.0	43.1%	-4.6%	-0.1%
C=CCn1c(O)c(C(CC)=Nc2cc(OC)ccc2OC)c(=O)[nH]c1=O	-16.4%	?	?	-14.0%	-6.6%	-2.5	19.8%	-15.3%	-15.9%
Cc1nnc(NC(=O)c2cccn(Cc3ccccc3)c2=O)s1	1.0%	-22.2%[59 µM]	-1.6%	1.1%	-14.1%	7.7	39.6%[activator]	-9.9%	0.8%
O=C1NC2C(O)C(O)C(O)C(O)C2c2cc3c(c(O)c21)OCO3 (stereo not drawn)	-15.3%	/	/	-11.2%	14.2%	6.0	8.2%	-0.9%	-12.3%
CN(Cc1ccc(OC(F)F)cc1)Cc1nc2c(Br)cc(Br)cc2c(=O)[nH]1	2.4%	0.0%	-1.2%	34.2%[activator]	-1.8%	6.8	45.4%[activator]	6.5%	-5.5%

Next results follow:
SMILES	JMJD2A Tudor	G9a inh	BAZ2B inh	Pin1 inh	GLS inh	PI4K2A inh	HP1b binding inh	Tb PGK inh	ERG-DNA inh
CN1CC2([N+](=O)[O-])CC=C(Cl)C([N+](=O)[O-])(C1)C2 (stereo not drawn)	-2.3%	-21.5%	-35.7%	-1.0%	4.8%	-2.7	35.3%	-3.8%	-0.7%
Cc1ccc2nc(Cl)c(-c3ccccc3)cc2c1	228.4%[activator]	/	/	-7.3%	-9.9%	-3.7	292.0%[activator]	-6.9%	-1.4%[15.4 µM]
O=[N+]([O-])c1ccc(NC2CCN(Cc3ccccc3)CC2)c2ccncc12	-19.4%	12.5%	-12.7%	-1.2%	24.6%	-4.3	42.8%	2.8%	6.5%
CC(NC(=O)N1CC1(C)C)c1ccccc1 (stereo not drawn)	-15.9%	/	/	-1.0%	-7.0%	-0.1	13.9%[57 µM]	i	1.3%
O=C1Nc2ccccc2/C1=C/c1nc2ccccc2c(=O)n1-c1ccc(O)cc1	-26.0%	/	39.8µM*	?	-11.5%	3.4	-21.8%	-6.2%	3.5%
CCc1ccc(NC(=O)c2ccc(F)c(S(=O)(=O)N3CCC4(CC3)OCCO4)c2)cc1	-12.5%	6.0%[59 µM]	-0.9%	?	6.4%	0.8	44.6%[activator]	8.1%	1.1%
CCOc1ccc(C2SCC(=O)Nc3c2c(=O)[nH]n3C2CCCCCC2)cc1 (stereo not drawn)	-24.3%	2.4%[59 µM]	-21.0%	-9.5%	-20.0%	1.5	17.5%	-8.3%	-7.1%
S=C(NC1CCCCC1)N1CCC(c2cnc[nH]2)CC1	-15.1%	?	/	1.3%	0.9%	-1.3&2.0	18.4%	7.2%	-0.7%
O=C(Nc1ncc(Cc2ccccc2)s1)C1=NCCN1	-29.2%	?	-13.5%	-0.4%	-15.6%	-2.3	12.4%	-0.9%	10.7%
CC(C)(C)C(=O)c1cn(Cc2ccccc2)c2ccccc12	58.1%[activator]	48.1%[12.7 µM]	3.6%	4.3%	-6.1%	2.8	102.1%[activator]	-1.0%	-3.0%
O=C1/C(=C/c2cc([N+](=O)[O-])ccc2Cl)N2CCC1CC2	?	0.7%[0.0925 µM]	-13.7%	?	2.7%	10.7	-6.0%	-2.3%	-2.9%
CC1CCCC(NC(=O)CNC(=S)N2CC3CC(C2)c2cccc(=O)n2C3)C1C (stereo not drawn)	-0.7%	5.4%[59 µM]	-0.4%	-8.0%	-0.5%	4.8	62.9%[activator]	7.3%	-4.3%
O=C1C2CCCN2C(c2cccc(Cl)c2)N1c1ccccn1 (stereo not drawn)	0.0%	3.1%[59 µM]	8.5%	-3.9%	1.8%	3.5	20.3%	-12.6%	-1.9%
Nc1ccnn1C1CCNCC1	-17.3%	22.4µM*	2.6%	2.2%	0.7%	-8.3	?	-1.9%	0.8%
CCCCCCOc1ccc(CN2CCN(C)CC2)cc1	?	?	-9.4%	-0.1%	?	-2.2	-6.9%	-0.1%	3.3%
CN1C(=O)N(C)C(=O)C2(Cc3cc([N+](=O)[O-])ccc3N(C)C2c2ccccc2)C1=O (stereo not drawn)	-9.3%	?	-4.7%	2.7%	10.6%	-1.3	20.6%	-7.4%	-4.8%
CC(C)COP(=O)(c1ccc(N(C)C)cc1)C(O)c1ccc(Br)cc1 (stereo not drawn)	2.8%	20.7%[0.501 µM]	-9.8%	-3.5%	1.0%	3.0	43.0%[activator]	-2.0%	-8.7%

A few values from above:
JMJD2A Tudor, CN1C(=O)N(C)C(=O)C2(Cc3cc([N+](=O)[O-])ccc3N(C)C2c2ccccc2)C1=O (stereo not drawn) reads -9.3%
JMJD2A Tudor, CC(C)COP(=O)(c1ccc(N(C)C)cc1)C(O)c1ccc(Br)cc1 (stereo not drawn) reads 2.8%
Pin1 inh, CCOc1ccc(C2SCC(=O)Nc3c2c(=O)[nH]n3C2CCCCCC2)cc1 (stereo not drawn) reads -9.5%
